High-throughput results as filed in PubChem BioAssay.
XiGFP reactiv = activators of X-chromosome reactivation in mouse fibroblasts; XiGFP mouse fibroblasts, % GFP-positive cells imaging, 3 d; cells co-treated with 5-aza-dC sensitizer; scaled so ellipticine positive control = 100%; activation, % at 7.58 µM; actives 0.055% (n = 360,000); AID 743238;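 active = mean normalized replicate activation at least 10% and every replicate at or above 10%; inconclusive = only one of the two criteria met; inactive = mean below 10% and not all replicates reach 10%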;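 note: 0% = median of on-plate neutral control wells and 100% = ellipticine 6 µM median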
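Material: XiGFP fibroblasts, SV40-immortalized; Buffer or medium: DMEM containing 5-aza-dC; Compound dosing: single point; Times: 3 days compound exposure.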
S100A4 inh HTS = inhibitors of human S100A4 binding to myosin IIA peptide | P26447 | S100A4/TAMRA-MyoIIA peptide fluorescence polarization | inhibition, % at 10.7 µM | actives 0.14% (n = 360,000);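 active = mean inhibition of at least 70% across replicates, with every replicate also reaching that level; inconclusive = mean inhibition reaches 70% but some replicates fall short; inactive = mean inhibition below 70%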
Target sequence (P26447 whole entry, looked up): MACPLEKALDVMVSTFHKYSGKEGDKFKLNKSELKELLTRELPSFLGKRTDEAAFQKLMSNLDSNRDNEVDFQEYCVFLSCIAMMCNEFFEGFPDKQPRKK
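Assay system: human S100A4 monomer with TAMRA-labelled myosin IIA peptide / Buffer or medium: Calcium-containing HEPES buffer, pH 7.2 / Reagent: TAMRA-labelled myosin IIA heavy-chain peptide probe, 5 nM / Compound: one dose per compound / Timing: polarization read 5 min after assay mix addition, stable 5–60 min / Benchmarks: neutral control DMSO, positive control TFP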
Cneo AK release = causes C. neoformans cell lysis; adenylate kinase release luminescence, 4 h; normalised: neutral wells 0, clomiphene wells 100; lysis activity, % at 15 µM; actives 0.2% (n = 360,000); AID 651654;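 active = mean lysis activity across replicates of at least 80%, whatever share of replicates individually reach that level; inactive = mean lysis activity below 80%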
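Assay system: C. neoformans cells. Amount: yeast cell density of 5 × 10^6 cells/mL. Technique: AK luminescence. Buffer or medium: YPD. Times: static 4 h at 37 °C with compound, 1 h detection. Dosing: single-point compound dose. Read-out: lysis from increased AK signal.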
Statin myotox sup = suppression of simvastatin myotoxicity | C2C12 myotubes + simvastatin, ATP luminescence, 48 h; scaled: DMSO 0, geranylgeraniol control 100 | rescue of ATP level, % at 7.49 µM | actives 0.78% (n = 330,000) | AID 602340;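 active = mean ATP rescue above about 67%, or every replicate alone reaching that limit, limit read from the data, passing the limit was not always enough; inconclusive = no clear call, values can overlap the other calls; inactive = mean under the limit and some replicate under it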;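 note: myotubes were challenged with 10 µM simvastatin during compound exposure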
PGC1a acetyl inh = modulators of PGC1a acetylation. inhibition, % at 15.6 µM. AID 651687. actives 0.17% (n = 350,000). U2OS PGC1a acetylation, AlphaScreen anti-acetyl-lysine; with virally co-expressed GCN5 acetyltransferase;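 active = every replicate shows inhibition of at least 40%; inconclusive = mean inhibition at least 40% but some replicate below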;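 note: 0% = neutral control wells and 100% = positive control wells; some results beyond the cut were filed as inactive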
ERAP1 inh = ERAP1 (human) enzyme inhibition | recombinant ERAP1, Leu-AMC fluorescence, 60 min | inhibition, % at 10.7 µM | actives 0.15% (n = 340,000) | AID 652197;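 active = mean replicate inhibition of at least 30%, or all replicates individually reaching that 30% level; inactive = mean below 30% and not every replicate reaching it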;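 note: 0% = neutral control wells and 100% = L-leucinethiol positive control wells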
LGR2 inh = Drosophila LGR2 receptor signaling inhibition | actives 0.35% (n = 380,000) | AID 720647 | inhibition, % at 9.99 µM | HEK293 LGR2, CRE-luciferase, bursicon-stimulated, 4 h;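 active = drop in luminescence signal, shown as inhibition above about 50% in the replicate tests, limit read from the data, passing the limit was not always enough; inconclusive = probably only some replicates passing the limit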;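 note: agonist challenge used bursicon conditioned medium at about half maximal strength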
SIRT5 inh = blocks human SIRT5 desuccinylation of peptide; inhibition, % at 15 µM; Purified SirT5, succinyl-peptide AMC, trypsin-coupled fluorescence; actives 1.1% (n = 330,000); in the data active = inhibition above about 15%; inconclusive = no clear call, values can overlap the other calls
Target sequence (Q9NXA8 whole entry, looked up): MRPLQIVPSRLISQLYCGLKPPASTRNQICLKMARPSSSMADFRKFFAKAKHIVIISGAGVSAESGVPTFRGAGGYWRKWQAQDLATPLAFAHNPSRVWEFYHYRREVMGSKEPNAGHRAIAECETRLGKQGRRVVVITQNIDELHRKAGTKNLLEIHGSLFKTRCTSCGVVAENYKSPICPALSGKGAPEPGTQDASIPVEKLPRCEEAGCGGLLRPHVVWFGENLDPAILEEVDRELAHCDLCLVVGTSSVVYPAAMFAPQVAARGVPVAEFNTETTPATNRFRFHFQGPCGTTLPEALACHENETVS
* hit, by the source's call; ? = inconclusive; nt = no result given.

SMILES	XiGFP reactiv	S100A4 inh HTS	Cneo AK release	Statin myotox sup	PGC1a acetyl inh	ERAP1 inh	LGR2 inh	SIRT5 inh
CN1CCN(CCCNC(=O)c2ccc(/C=C3/Sc4ccccc4N(Cc4cccc(Cl)c4)C3=O)cc2)CC1	0.3	-2.6	1.0	57.5	-3.1	5.3	?	0.2
CCC(=O)N(C)C[C@H]1Oc2cc(C#CC3(O)CCCC3)ccc2S(=O)(=O)N([C@H](C)CO)C[C@@H]1C	-1.3	14.9	-2.6	10.7	9.9	-3.1	7.7	-0.1
O=C(Cc1c(F)cccc1Cl)Nc1ccncc1	nt	1.8	0.4	-12.0	24.0	1.6	-5.8	-2.1
COc1ccc(S(=O)(=O)N(C)C[C@@H]2Oc3ccc(NC(=O)CCCCCC(=O)Nc4ccccc4N)cc3C(=O)N([C@@H](C)CO)C[C@@H]2C)cc1	0.3	4.9	nt	nt	1.9	0.0	3.8	0.0
O=c1c(C/C=C/c2ccccc2)c(O)ccn1Cc1cccc(Cl)c1	0.0	2.2	nt	nt	nt	-4.2	0.5	2.0
COc1ccc(-n2c(CNC(=O)COc3ccc(Cl)cc3)n[nH]c2=S)cc1	0.1	0.0	-19.3	2.5	12.0	7.4	1.6	-5.4
O=C(NCC1CCC(C(=O)O)CC1)OCc1ccccc1 (configuration not stated)	0.1	-4.8	nt	nt	nt	-0.1	8.6	-2.2
O=C(Nc1ncc(Cc2cccc(Cl)c2)s1)c1cccs1	nt	nt	3.8	18.6	-8.2	nt	-10.7	nt
COc1ccc(CN(C)C[C@H]2OCCCC[C@@H](C)Oc3ccc(NC(=O)c4ccncc4)cc3C(=O)N([C@@H](C)CO)C[C@H]2C)cc1	0.2	4.4	1.8	nt	0.6	-0.9	-14.1	-2.0
CC1CCCN(S(=O)(=O)c2cnc[nH]2)C1 (configuration not stated)	0.2	-2.8	0.9	2.2	nt	3.1	-4.7	-3.9
C/C=C/c1ccc([C@@H]2[C@@H](CO)N(C(C)=O)C23CN(C(=O)NC2CCCCC2)C3)cc1	0.0	-8.1	nt	nt	11.3	0.3	5.8	1.4
C[C@@H]1CN([C@@H](C)CO)C(=O)Cc2cc(NC(=O)CCN3CCOCC3)ccc2O[C@@H]1CN(C)Cc1ccc(Cl)c(Cl)c1	0.0	16.9	-0.3	-8.3	-3.0	0.3	-11.2	-1.7
CC(C)[C@H](NC(=O)c1ccccc1F)C(=O)OCC(=O)Nc1sccc1C(N)=O	-0.1	-13.7	2.7	3.4	nt	-1.0	5.6	0.5
Cc1ccc(NC(=O)c2nc[nH]c2C(=O)NCCN(CCNC(=O)c2[nH]cnc2C(=O)Nc2ccc(C)cc2)CCNC(=O)c2[nH]cnc2C(=O)Nc2ccc(C)cc2)cc1	-0.3	2.8	0.4	-77.9	nt	-5.7	23.5	2.9
NC(Cc1ccc(O)cc1)c1cn([C@@H](CCC(=O)O)C(=O)N2CCNCC2)nn1 (some centres not stated)	-0.1	1.8	3.0	-6.6	2.4	1.6	10.1	nt
CCc1ccc(C(=O)NNc2ccc(F)cc2F)cc1	0.1	2.7	-5.3	3.2	6.9	nt	3.9	nt
C[C@@H]1CN([C@H](C)CO)C(=O)Cc2cc(NC(=O)c3ccncc3)ccc2O[C@@H]1CN(C)Cc1ccc(C(=O)O)cc1	-1.2	-11.6	-2.3	-8.0	4.7	0.1	-9.8	-0.3
CC(=O)N1CCN(c2ccc(NC(=O)c3ccc4c(c3)OCCO4)cc2Cl)CC1	0.0	5.3	nt	nt	2.5	4.2	-36.4	-0.3
Cc1ccc(S(=O)(=O)Nc2ccnc(-c3cccnc3)n2)cc1	0.1	-3.6	nt	nt	-1.5	1.9	-8.4	-0.9
Cc1ccccc1OCCn1c(S(=O)(=O)O)nc2c(N)ncnc21	0.0	-6.4	1.2	5.7	-3.5	-5.3	5.4	-2.9

Exported as labelled records: three of the compounds above.
> C/C=C/c1ccc([C@@H]2[C@@H](CO)N(C(C)=O)C23CN(C(=O)NC2CCCCC2)C3)cc1
  XiGFP reactiv: 0.0; S100A4 inh HTS: -8.1; Cneo AK release: nt; Statin myotox sup: nt; PGC1a acetyl inh: 11.3; ERAP1 inh: 0.3; LGR2 inh: 5.8; SIRT5 inh: 1.4
> COc1ccc(S(=O)(=O)N(C)C[C@@H]2Oc3ccc(NC(=O)CCCCCC(=O)Nc4ccccc4N)cc3C(=O)N([C@@H](C)CO)C[C@@H]2C)cc1
  XiGFP reactiv: 0.3; S100A4 inh HTS: 4.9; Cneo AK release: nt; Statin myotox sup: nt; PGC1a acetyl inh: 1.9; ERAP1 inh: 0.0; LGR2 inh: 3.8; SIRT5 inh: 0.0
> COc1ccc(-n2c(CNC(=O)COc3ccc(Cl)cc3)n[nH]c2=S)cc1
  XiGFP reactiv: 0.1; S100A4 inh HTS: 0.0; Cneo AK release: -19.3; Statin myotox sup: 2.5; PGC1a acetyl inh: 12.0; ERAP1 inh: 7.4; LGR2 inh: 1.6; SIRT5 inh: -5.4

Further results follow.
SMILES	XiGFP reactiv	S100A4 inh HTS	Cneo AK release	Statin myotox sup	PGC1a acetyl inh	ERAP1 inh	LGR2 inh	SIRT5 inh
O=[N+]([O-])c1ccccc1/C=N/NC1=NCCN1	-0.1	-3.1	nt	nt	nt	3.4	7.7	-1.0
O=C(NCC[C@@H]1CC[C@H](NC(=O)c2cnccn2)[C@@H](CO)O1)c1ccc2c(c1)OCO2	0.5	-10.4	-1.7	1.6	-0.5	-3.6	-7.8	-1.1
COC(=O)[C@@]12C[C@@H](CC(=O)NCc3cccs3)C(=O)N(Cc3cccc4ccccc34)C1=CCC(C)(C)C2	0.1	24.1	nt	nt	nt	nt	19.6	1.0
O=C(COC(=O)Cc1ccccc1F)Nc1ccc(F)cc1F	0.0	-5.3	nt	nt	nt	0.0	4.2	0.9
O=C(NNC(=S)NCc1ccccc1)c1cccnc1	0.1	-0.9	-0.4	nt	5.5	-1.6	12.1	1.6
C[C@H](CO)N1C[C@H](C)[C@H](CN(C)C(=O)Nc2ccc(F)cc2)Oc2ncc(C#Cc3ccc(C(F)(F)F)cc3)cc2C1=O	1.1	-0.7	-5.3	?	12.6	1.2	40.6	16.5*
CN(C)Cc1cn(CC[C@H]2CC[C@H](NC(=O)Cc3cccnc3)[C@@H](CO)O2)nn1	0.3	0.9	-4.5	-9.2	12.6	3.0	-4.5	2.9
N#C/C(=C/c1ccncc1)c1nc2ccccc2c(=O)[nH]1	0.0	-4.4	nt	nt	4.2	-1.3	7.5	2.4
Cc1ccccc1S(=O)(=O)N1CC(=O)N2[C@H](CO)[C@H](c3ccc(C#CCC4CCCC4)cc3)[C@@H]2C1	0.2	21.1	nt	nt	-6.0	-0.6	4.5	3.7
CCS(=O)(=O)c1ccc(N)cc1	0.2	-0.8	nt	nt	nt	nt	10.7	-1.5
COc1ccc(-c2cc(-c3ccccc3)n[nH]2)c(O)c1	0.0	7.4	-4.6	-0.5	1.5	3.7	-35.0	0.1
O=C(O)c1ccc(Nc2ccc(Cl)c(Cl)c2)c([N+](=O)[O-])c1	0.0	-5.0	0.2	-1.5	nt	-0.7	2.7	-0.4
CCOCc1c(C(=O)Nc2ccccc2N2CCN(C)CC2)oc2ccccc12	0.1	-3.2	6.2	-2.4	nt	3.4	4.6	1.8
CCN1CCN(CC(=O)NC2CCCCC2)C(=O)C1=O	0.0	2.1	1.8	-2.4	1.7	0.2	5.4	1.3
COc1ccc(N(CC(=O)Nc2ccc(C)c(C)c2)C2=NC3CS(=O)(=O)CC3S2)cc1 (configuration not stated)	0.5	-1.7	-2.3	5.7	15.3	-1.5	3.6	-5.3
CC(=O)NC(C)(c1ccccc1)c1nc(-c2cc(F)cc(F)c2)cs1 (configuration not stated)	-0.2	0.5	-0.2	-4.8	nt	-1.3	-3.8	nt
CC(=O)N1CCN(CC(C)(C)NS(=O)(=O)c2ccc(C)cc2)CC1	0.0	-0.7	-3.6	16.4	-14.1	-3.3	8.2	-0.8
Cc1ccc(Nc2nnc(-c3ccc4c(c3)OCO4)o2)c(C)c1	0.0	-8.2	7.5	10.2	nt	-0.1	-46.8	-0.6
CN(Cc1ccccn1)C(=O)CC1C(=O)NCCN1Cc1cccc(Oc2ccccc2)c1 (configuration not stated)	0.1	-1.8	nt	nt	nt	1.3	12.5	-1.5
CO[C@@H]1CN(C)C(=O)c2ccc(NC(=O)Nc3ccccc3F)cc2OC[C@H](C)N(CC2CC2)C[C@@H]1C	-0.2	-2.7	2.9	-5.8	-10.6	-0.5	14.2	0.5
CCCN1CCN(CC(=O)Nc2nnc(CC)s2)CC1	0.0	11.0	1.0	-2.3	-21.2	-0.5	-7.7	-2.1
CC(=O)N1CCCCN2[C@H](CO)[C@@H](c3ccc(-c4ccncc4)cc3)[C@H]2C1	-0.1	5.0	-4.3	13.1	6.8	1.7	23.8	0.2
Cc1cc(-c2nnc(SCC(=O)Nc3ccc(Br)cc3F)n2N)n[nH]1	0.2	-10.7	-1.5	22.2	0.8	-1.9	-5.6	-1.8
C[C@@H]1CCCCO[C@@H](CN(C)C(=O)C2CCCCC2)[C@@H](C)CN([C@H](C)CO)C(=O)c2cc(NC(=O)Nc3ccccc3)ccc2O1	0.1	0.1	2.8	nt	3.7	-5.4	12.8	-0.8
CC(=O)Oc1ccc(N(C(C)=O)S(=O)(=O)c2ccc3ccccc3c2)cc1Br	0.0	0.3	-4.5	5.6	2.1	-1.6	-8.2	2.3
CCN(CC)S(=O)(=O)c1cccc(-c2nnc(SCC(N)=O)n2C)c1	0.1	3.0	1.0	0.6	3.8	-2.1	1.0	-1.6
CCCCOC(=O)/C=C\C(=O)OCCCC	nt	1.3	2.6	-8.6	-19.1	2.8	-5.5	-1.7
Cc1onc(-c2ccccc2)c1-c1nnc(COC(=O)c2ccc(N(C)C)cc2)o1	1.0	1.2	15.8	-0.2	-3.4	2.7	40.4	nt
O=C(O)C1C2CCC(O2)C1C(=O)Nc1ccc(F)c(Cl)c1 (configuration not stated)	0.1	-1.4	1.9	5.5	1.0	4.6	-3.6	1.2
CC(=O)N(C)C[C@@H]1Oc2ncc(/C=C/c3ccccc3)cc2C(=O)N([C@@H](C)CO)C[C@H]1C	0.2	12.9	0.0	1.4	6.7	-0.1	0.1	-5.2
COc1ccc(CNC(=O)C[C@H]2C(=O)N(CCc3ccccc3)C[C@@H]2Cc2ccccc2)cc1	0.3	1.8	-1.9	-11.7	-6.4	4.5	10.5	nt
CN(C)S(=O)(=O)NCCNc1ccc(C(F)(F)F)cc1[N+](=O)[O-]	-0.1	-1.6	nt	nt	nt	-0.2	-26.7	0.5
COc1ccc(NC(=O)N(C)C[C@@H]2OCCCC[C@@H](C)Oc3ccc(NS(=O)(=O)c4c(C)noc4C)cc3C(=O)N([C@H](C)CO)C[C@@H]2C)cc1	0.1	nt	-3.0	17.8	5.5	nt	21.0	nt
CCOC(=O)C1=CCC(c2cccc3ccccc23)N(S(=O)(=O)c2ccc(C)cc2)C1 (configuration not stated)	0.1	-10.6	0.6	16.7	-31.1	-1.2	-0.2	0.0

Only part of the results is shown; rates above refer to the full screens.
